# p53 reactivation: qHTS assay for re-activators of p53 using a Luc reporter; hit rate 0.063% among 320,000; H1299 p53-A138V BP100-luciferase reporter, luminescence, 24 h; Potency, µM (highest dose often 92.2 µM), without a hit: at the top dose activity change, positive = activation, actives largely listed as activators; AID 504706, 2011; note: % of control where 0% means no effect; nearly all actives have a fitted effect of over 45% in size
#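 p53-null H1299 cells stably carrying temperature-sensitive p53-A138V and a BP100-luciferase reporter were pinned with compounds (4-point, 1:5 series) and held 24 hrs at 37 deg C. Luminescence was read 10 min after detection reagent.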
# ELG1 genotoxic: qHTS screen for small molecules that induce genotoxicity in human embryonic kidney (HEK293T) cells expressing luciferase-tagged ELG1. HEK293T ELG1-luciferase reporter, luminescence, 16 h. Potency, µM (series often up to 46 µM), inactives show at the highest dose activity change, positive = activation, hits mostly activators. hit rate 1.3% among 330,000. AID 504466, 2011; note: % of control where 0% means no effect; nearly all actives have a fitted effect of over 60% in size
#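 Reporter readout depends on ELG1 protein level, which increases with genetic stress. After 16 hr compound exposure at 37 °C, luciferase activity was quantified using ONE-Glo.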
# uPA surface inh: qHTS for Inhibitors of Cell Surface uPA Generation; hit rate 0.31% among 330,000; Potency, µM (top dose mostly 38.3 µM), for inactives: at the top dose activity change, negative = inhibition, most hits filed as inhibitors; cell surface uPA generation assay, qHTS; active = well fitted inhibition curve with a large enough effect; inconclusive = small, poorly fitted or top-dose-only effect; inactive = no such curve, though single readings can be large or run the other way; tested in mouse RAW 264.7 cells; note: % is set by controls: 0 for no effect and ±100 for the full control effect; nearly all actives have a fitted effect of over 55% in size
# FLuc counter: qHTS profiling assay for firefly luciferase inhibitor/activator using purifed enzyme and Km concentrations of substrates (counterscreen for miR-21 project); hit rate 6.9% among 360,000; purified FLuc, Km substrates, luminescence inhibition; Luciferin 4-monooxygenase (Photinus pyralis), P08659; Potency, µM (highest dose often 57.5 µM), for the others: at the highest dose activity change, negative = inhibition, usual class: inhibitors; AID 588342, 2011;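 note: plate controls were vehicle for no effect and reference inhibitor for full effect; nearly all actives have a fitted effect of over 55% in size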
# Target sequence (P08659 whole entry, looked up): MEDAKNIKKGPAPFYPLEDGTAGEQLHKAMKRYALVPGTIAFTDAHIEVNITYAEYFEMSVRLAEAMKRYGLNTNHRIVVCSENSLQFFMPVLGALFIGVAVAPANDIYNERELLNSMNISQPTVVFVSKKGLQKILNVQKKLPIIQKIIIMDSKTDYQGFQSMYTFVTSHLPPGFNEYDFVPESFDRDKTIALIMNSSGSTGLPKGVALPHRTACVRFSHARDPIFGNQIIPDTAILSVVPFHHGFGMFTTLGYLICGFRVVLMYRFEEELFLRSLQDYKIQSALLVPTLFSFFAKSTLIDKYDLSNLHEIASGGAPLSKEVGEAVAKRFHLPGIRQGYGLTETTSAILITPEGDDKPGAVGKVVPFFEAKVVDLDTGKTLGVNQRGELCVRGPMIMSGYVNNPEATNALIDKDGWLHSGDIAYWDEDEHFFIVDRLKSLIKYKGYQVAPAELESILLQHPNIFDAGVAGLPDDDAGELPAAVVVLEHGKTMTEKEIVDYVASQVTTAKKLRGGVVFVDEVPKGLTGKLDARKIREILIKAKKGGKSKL
#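 Purified P. pyralis luciferase, 10 nM final, with Km-level 10 uM D-luciferin and 10 uM ATP in 50 mM Tris acetate pH 7.5, 10 mM Mg acetate, 0.01% Tween-20, 0.05% BSA; 6-point qHTS titration about 60 µM downward; luminescence read.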
# VP16 counter: VP16 counterscreen qHTS for inhibitors of ROR gamma transcriptional activity | Drosophila S2 Gal4-VP16 UAS-luciferase, luminescence, 20 h | Potency, µM (highest dose often 53.6 µM), without a hit: at the highest dose activity, negative = inhibition, actives largely listed as inhibitors | hit rate 3.5% among 310,000;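 note: Gal4-VP16 expression switched on by copper sulfate through the metallothionein promoter; % is set by controls: 0 for no effect and ±100 for the full control effect; nearly all actives have a fitted effect of over 50% in size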
# NPC1 promoter act: qHTS Assay for NPC1 Promoter Activators; hit rate 2.4% among 320,000; Potency, µM (doses to about 9.22 µM), inactives show at the highest dose activation, actives largely listed as activators; AID 485313, 2010; Huh7 NPC1 promoter luciferase reporter, 24 h;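 note: % of control where 0% means no effect; nearly all actives have a fitted effect of over 60% in size; reporter is driven by a mutant NPC1 promoter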
#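 In 1536-well qHTS, Huh7 cells harboring an NPC1 promoter–luciferase construct received compound for 24 h; activation was quantified by luminescence following luciferase reagent addition.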
# MLL CXXC-DNA inh: qHTS Fluorescence Polarization Assay for Inhibitors of MLL CXXC domain - DNA interaction; AID 2662, 2010; MLL-CXXC / FITC-HOXA9 DNA fluorescence polarization; Histone-lysine N-methyltransferase 2A (Homo sapiens), Q03164; hit rate 0.037% among 290,000; Potency, µM (top dose mostly 115 µM), without a hit: at the highest dose activity change, negative = inhibition, hits mostly inhibitors; active = well fitted inhibition curve with a large enough effect in the polarisation, with a control signal flat, not every such curve was filed as active; inconclusive = small, poorly fitted or top-dose-only effect, or effect the other way, or a change in a side signal; inactive = no such curve, though single readings can be large or run the other way; the % refers to the polarisation
#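 Fluorescence polarization: 7 uM MLL-CXXC (stock) preincubated 5 min with compounds, then 50 nM fluorescein-HOX-A9 DNA (stock) added; 30 min ambient. Buffer 50 mM Tris-HCl pH 7.5, 50 mM NaCl, 1 mM DTT, 0.05% BSA.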
# RORgamma inh: qHTS for inhibitors of ROR gamma transcriptional activity. Nuclear receptor ROR-gamma (Mus musculus), P51450. Drosophila S2 Gal4-RORgamma UAS-luciferase reporter, 20 h. Potency, µM (titrated, usually from 53.6 µM), inactives show at the highest dose activity change, negative = inhibition, most hits filed as inhibitors. hit rate 5.4% among 310,000. AID 2551, 2010; note: % is set by controls: 0 for no effect and ±100 for the full control effect; nearly all actives have a fitted effect of over 60% in size
#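 Luciferase reporter read in Schneider cells carrying Gal4-RORγ (mouse) and UAS-Photinus luciferase; cells given compound 1 h before 700 uM copper sulfate induction, then incubated 20 h at ambient temperature.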
# Rab9 prom act: qHTS Assay for Rab9 Promoter Activators | Huh7 Rab9 promoter-luciferase reporter, luminescence, 24 h | Potency, µM (series often up to 9.22 µM), without a hit: top-dose activation, negative = inhibition, actives largely listed as activators | hit rate 2.8% among 320,000; note: % of control where 0% means no effect; nearly all actives have a fitted effect of over 60% in size
#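 Steps: seed 1500 Huh7 Rab9-luc cells per well, rest 2 h at 37 °C; add compound in DMSO; incubate 24 h; add luciferase reagent, 10 min ambient; read luminescence.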
# MBNL1 CUG block: qHTS Assay for Inhibitors of MBNL1-poly(CUG) RNA binding. Muscleblind-like protein 1 (Homo sapiens), Q9NR56. TR-FRET MBNL1-His/biotin-(CUG)12 binding, 665/545 ratio. Potency, µM (series often up to 57.5 µM), for inactives: top-dose activity change, negative = inhibition, most hits filed as inhibitors. hit rate 0.036% among 280,000; active = well fitted inhibition curve with a large enough effect in the signal ratio, with a control signal flat, not every such curve was filed as active; inconclusive = small, poorly fitted or top-dose-only effect, or effect the other way, or a change in a side signal; inactive = no such curve, though single readings can be large or run the other way; the % refers to the signal ratio; note: % is set by controls: 0 for no effect and ±100 for the full control effect
# Target sequence (Q9NR56 whole entry, looked up): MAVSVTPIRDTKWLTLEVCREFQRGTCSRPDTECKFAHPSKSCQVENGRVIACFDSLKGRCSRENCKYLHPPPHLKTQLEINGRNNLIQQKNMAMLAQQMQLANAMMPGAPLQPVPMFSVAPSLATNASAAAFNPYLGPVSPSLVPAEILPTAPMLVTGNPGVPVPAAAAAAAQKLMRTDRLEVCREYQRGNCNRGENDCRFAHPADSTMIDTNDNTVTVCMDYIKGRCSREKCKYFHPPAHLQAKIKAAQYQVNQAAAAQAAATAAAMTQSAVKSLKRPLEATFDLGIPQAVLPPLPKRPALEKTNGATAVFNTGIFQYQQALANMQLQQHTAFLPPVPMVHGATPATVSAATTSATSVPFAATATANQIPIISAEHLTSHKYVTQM
#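 Ratiometric TR-FRET (665 over 545 nm, excitation 340 nm) tracks disruption of MBNL1-His/biotin-(CUG)12 complex after 60 min at room temperature, with compounds at 92 nM to 58 uM final.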
# BRCA1 expr up: qHTS Assay to Identify Small Molecule Activators of BRCA1 Expression. MCF7-BRCA1-FFLuc reporter, luminescence, 48 h; response scale: scaled: vehicle 0%, 10 µM genistein 100%. Potency, µM (top dose mostly 46.1 µM), for inactives: top-dose activation, usual class: activators. hit rate 1.1% among 380,000. AID 624202, 2012; note: nearly all actives have a fitted effect of over 80% in size; some results filed as inactive show a strong effect at the top dose
#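 MCF7-BRCA1-FFLuc, 2000 cells/well; 2 h attach, 37 °C/5% CO2; compound 48 h; luciferase substrate 15 min; luminescence end-point. Norm. to genistein 10 microM max activation and DMSO; concentration-response curves fitted.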
# * marks the source's active call; other numbers are inactive results; ? = inconclusive; · = not tested or not shown; [ ] = remark or other dose. Unless noted, calls come from the whole dose curve; as a rule, active = well fitted curve in the direction sought with a large enough effect; inconclusive = small, poorly fitted or top-dose-only effect, or another doubt; inactive = no such curve, though single readings can be large; an effect the other way counts as inactive or inconclusive. Potency is the fitted concentration of half-maximal effect.
SMILES,p53 reactivation,ELG1 genotoxic,uPA surface inh,FLuc counter,VP16 counter,NPC1 promoter act,MLL CXXC-DNA inh,RORgamma inh,Rab9 prom act,MBNL1 CUG block,BRCA1 expr up
CCCCn1c(N)c(N(CCC(C)C)C(=O)C2CCCC2)c(=O)[nH]c1=O,-3%,-1%,13%,-1%,·,-3%,·,·,-1%,·,-29%
O=[N+]([O-])c1ccc(Sc2n[nH]c(-c3ccncc3)n2)nc1,-2%,-2%,-10%,-3%,-6%,-6%,10%,-25%,1%,?,-37%
Cc1ccc(-c2noc(CCC(=O)NCc3ccc4c(c3)OCO4)n2)cc1,15%,1%,4%,6%,-19%,-3%,-3%,-20%,1%,?,3%
Cc1ccc(NC(=O)/C(C#N)=C/c2ccccc2C(F)(F)F)cc1,7%,-1%,-3%,0%,-5%,0%,-1%,-5%,1%,-13%,12%
CCC(C)NC(=O)c1cccc(OCc2c(C)noc2C)c1 (stereo not given),-4%,4%,-6%,-4%,3%,1%,10%,-31%,2%,-6%,5%
COc1ccc2[nH]c3c(c2c1)CCN1C(=O)N([C@@H](C)C(=O)NCc2ccccc2OC)C(=O)[C@]31C,6%,-6%,0%,2%,-5%,-4%,-3%,7%,-1%,5%,-36%
Cc1cccc(N/C(N)=N/c2nc(C(F)(F)F)cc(C(F)(F)F)n2)c1,-3%,-3%,18%,5%,8%,-4%,-5%,-12%,-2%,-8%,-27%
Nc1nc2nc(SCC(=O)N3CCCc4ccccc43)[nH]c2c(=O)[nH]1,0%,3%,·,0%,0%,3%,-7%,27%,4%,0%,·
COc1ccc(NC(=O)c2ccco2)c(NC(=O)c2ccc([N+](=O)[O-])cc2)c1,-10%,12%,1%,2%,-3%,-2%,-5%,-25%,5%,7%,-25%
Cc1cccc(OC(C)C(=O)N2CCN(Cc3ccc4c(c3)OCO4)CC2)c1 (stereo not given),-19%,-14%,-1%,6%,-3%,-3%,8%,11%,0%,7%,-23%
COc1ccccc1C(=O)N/N=C(\C)CC(=O)Nc1ccccn1,11%,4%,-5%,4%,-3%,-3%,-1%,?,-2%,0%,-20%
COc1ccc2cc3cc(C(=O)N4CCN(C5CCCCC5)CC4)oc3nc2c1,7%,2%,-6%,-11%,?,0%,-19%,-1%,-6%,?,8%
COCCCNC(=O)/C(C#N)=C/c1c(N2CCN(C)CC2)nc2ccccn2c1=O,4%,-2%,8%,-2%,3%,-3%,5%,-7%,-2%[1.84 µM],?,12%
COc1ccc(Cc2nnc(SCC(=O)N3CCCC(C)C3)o2)cc1 (stereo not given),15%,-10%,?,5%,13%,-2%,3%,41%,0%,16%,3%
COCCN(C(=O)CSc1nnc(-c2cccc(F)c2)n1N)c1c(N)n(Cc2ccccc2)c(=O)[nH]c1=O,5%,-1%,-8%,-1%,·,1%,·,·,-1%,·,7%
Cc1nc2c(C(=O)NCCC(C)C)c[nH]n2c(=O)c1Cl,1%,-3%,1%,-12%,-6%,-1%,6%,33%,-9%,?,14%
O=C(Oc1ccc(N2C(=O)CCC2=O)cc1)c1ccco1,-5%,0%,-2%,0%,-1%,-2%,125%[activator],-2%,-4%,-6%,-14%
CCn1cc(CNC(=S)Nc2cccc3ccccc23)cn1,2%,-7%,-16%,-3%,-74%,11%,3%,?,0%,?,2%
Cc1cc(=O)[nH]c(N/N=C/c2ccco2)n1,9%,-6%,2%,-5%,3%,8%,4%,13%,8%,3%,-3%
COc1ccc(CCN(C(=O)C(F)(F)F)C(C(=O)NC2CCCCC2)c2ccc(C)s2)cc1OC (stereo not given),5%,-3%,3%,0%,-9%,-3%,-3%,-38%,2%,-5%,-4%
CC(C)N(CCn1cnc2c([nH]c3ccccc32)c1=O)C(C)C,4%,-4%,-4%,0%,2%,1%,2%,19%,-6%,6%,-5%
COc1ccc(OC)c(Nc2nc(N)c([N+](=O)[O-])c(NCc3ccccc3)n2)c1,-1%,?,-1%,1%,8%,-15%,-7%,-15%,-4%,-4%,-34%
COC(=O)c1c(N)c(C#N)c2n1CCCCC2,1%,1%,-14%,0%,0%,-1%,-5%,-6%,-6%,-2%,1%
CC(C)(O)c1[nH]c2ccc(C#N)cc2c1C(C)(C)O,·,-2%,-3%,-2%,2%,2%,0%,6%,0%,-3%,16%
Cc1nc(N2CCN(c3ccccc3)CC2)[nH]c(=O)c1C,?,-5%,4%,4%,-5%,-2%,-3%,-40%,-3%,-9%,-16%
# Next entries follow:
SMILES,p53 reactivation,ELG1 genotoxic,uPA surface inh,FLuc counter,VP16 counter,NPC1 promoter act,MLL CXXC-DNA inh,RORgamma inh,Rab9 prom act,MBNL1 CUG block,BRCA1 expr up
CC(Sc1nnc(N)s1)C(=O)NCc1ccc2c(c1)OCO2 (stereo not given),5%,2%,-4%,4%,·,1%,·,·,-5%,·,-17%
O=C(COC(=O)c1cc(=O)[nH]c2ccccc12)NC1CCCC1,3%,0%,3%,-7%,7%,-4%,6%,2%,-2%,?,0%
O=C(NCc1ccccn1)c1cccs1,4%,2%,·,3%,·,0%,7%,3%[0.365 µM],-6%,0%,14%
Cc1ccc(O)c(-c2cc(-c3ccccc3C)[nH]n2)c1,?,1%,-8%,?,11µM*,-3%,1%,11µM*,-1%,0%,-68%
CCCC[C@H]1COCCS(=O)(=O)N1Cc1cccc([N+](=O)[O-])c1,·,1%,-12%,-2%,-1%,1%,-7%,-6%,-2%,?,2%
Cc1c(-c2ccccc2)nc2ccccc2c1C(=O)OCC(=O)Nc1ncc(C(F)(F)F)cc1Cl,6%,-4%,1%,-1%,-19%,1%,11%,35%,-1%,·,-27%
CN1CCCNc2nc3ccccc3nc21,8%,12%,-17%,?,-2%,1%,18%,-10%,?,5%,?
O=C(NCCc1ccccc1)C1(c2ccccc2)CC1(Cl)Cl (stereo not given),3%,-3%,1%,4%,-6%,-1%,5%,-1%,2%,6%,10%
Cc1nn(C)c(C)c1S(=O)(=O)N1CCC(C(=O)Nc2ccc3c(c2)OCCO3)CC1,?,18µM*,-3%,15µM*,9%,11%,-2%,14%,20%,-3%,95%
CN(C1CCCCC1)S(=O)(=O)c1cccc(C(=O)Nc2ccccn2)c1,-2%,-2%,6%,-9%,·,-3%,·,·,4%,·,5%
CCCCC(=O)Nc1ccc(C(=O)OC2CCCCC2)cc1,12%,0%,0%,?,8%,-3%,2%,34%,4%,3%,11%
Cc1ccc(NC(=O)c2cnccn2)c(C)c1,·,15%,-2%,?,·,16%,0%,·,27%,3%,75%
COc1cc(CNc2ncn[nH]2)ccc1OCc1cccc(C)c1,6%,?,6%,19µM*,2%,?,10%,2%,?,-11%,?
COc1ccc(C(=O)Oc2cc(N)n(S(=O)(=O)c3ccc(C)cc3)n2)cc1,3%,-3%,4%,2%,-1%,-1%,223%[activator],11%,-4%,-1%,0%
COc1ccc(-n2c(O)c(C=Nc3ccccc3)c3ccccc3c2=O)cc1,-3%,?,-6%,0%,-3%,-2%,7%,13%,-9%,-1%,42%
CSc1nnc(-c2cccc(NC(=O)c3ccccc3)c2)n1C,0%,0%,5%,-2%,-6%,-4%,11%,-7%,0%,-14%,4%
COc1ccc(-c2nn(CCC(=O)O)cc2/C=C2\SC(N)=NC2=O)cc1OC,-11%,0%,4%,2%,-5%,-5%,7%,6%,-4%,?,0%
O=C(N1CCOCC1)N1CCN(c2ccccc2F)CC1,9%,-2%,?,0%,0%,5%,-15%,45%,2%,9%,34%
COc1ccc(N2CCN(S(=O)(=O)c3ccc4c(c3)CC(C)N4C(=O)C3CC3)CC2)cc1 (stereo not given),7%,0%,-3%,1%,-2%,-21%,-9%,14%,-36%[inhibitor],-3%,-15%
O=C(CN1C(=O)c2ccccc2C1=O)Nc1nnc(C2CCCO2)s1 (stereo not given),4%,2%,4%,0%,-4%,-3%,-3%,-33%,-3%,5%,0%
CCN(CC)c1ccc(/C=N/OCC(=O)N2CCCc3ccccc32)cc1,22%,-1%,-15%,?,-16%,-2%,3%,?,-1%,2%,-91%[inhibitor]

# Screening results: PubChem, National Center for Advancing Translational Sciences (NCATS)

# This is a subset (hit frequency here may not be typical).
